# beta cell repl = inducers of beta-cell replication in MIN6 cells; MIN6 cells proliferation, ATPlite luminescence, 48 h; cells starved in 0.2% serum; 100% = growth in 10% serum; proliferation, % at 10 µM; actives 0.29% (n = 330,000); AID 2380;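 active = compounds whose signal lies at least 3.5 SD above the mean of all wells on their plate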;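 also: 0% = DMSO-treated cells in low-serum medium and 100% = 10% serum control; some compounds called inactive have numbers as strong as hits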
# SENP1 inh = inhibitors of human SENP1 SUMO protease catalytic domain; actives 0.21% (n = 360,000); inhibition, % at 10 µM; recombinant SENP1 catalytic domain, CyPet-SUMO1-YPet FRET cleavage; Q9P0U3;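 active = inhibition at least 30% at 10 µM, raw YFP signal under a set limit, fluorescence ratio 0.5 to 1.5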;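 also: 0% = enzyme with DMSO and 100% = no enzyme wells; some results filed as inactive read as strong as hits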
#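 Material: hSENP1 catalytic domain, recombinant; medium: Tris pH 8 with BME, BSA, NP40 and catalase; compound: single concentration of 10 µM compound, 0.5% DMSO final; technique: FRET read of cyan and yellow fluorescence; timing: 50 min enzyme reaction, room temperature, light-protected; reagent: SFCypet-SUMO1-SFYpet substrate at 25 nM; control set: no-enzyme low, enzyme-DMSO high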
# SENP8 block-1 = blocks the human protease SENP8; Q96LD8; purified SENP8, Z-RLRGG-aminoluciferin cleavage, luminescence; inhibition, % at 10 µM; actives 1.2% (n = 330,000); AID 2540; in the data active = inhibition above about 50%
# Target sequence (Q96LD8 whole entry, looked up): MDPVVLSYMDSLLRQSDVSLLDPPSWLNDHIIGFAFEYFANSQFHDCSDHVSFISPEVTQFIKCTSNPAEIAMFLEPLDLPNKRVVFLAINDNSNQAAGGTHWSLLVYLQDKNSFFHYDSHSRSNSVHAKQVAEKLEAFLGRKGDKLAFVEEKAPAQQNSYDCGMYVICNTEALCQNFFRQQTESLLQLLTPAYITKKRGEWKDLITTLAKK
# SENP8 block-2 = inhibitors of human SENP8 protease | Q96LD8 | inhibition, % at 20 µM | actives 0.64% (n = 360,000) | recombinant SENP8, Nedd8 substrate fluorescence | AID 602440; in the data active = inhibition mostly above about 40%, no sharp cut-off; inactive = mostly below about 27%
# HKDC1 inh = HKDC1 (human) hexokinase inhibition; Q2TB90; recombinant HKDC1, G6PDH/diaphorase resazurin coupled fluorescence; inhibition, % at 20 µM; actives 0.16% (n = 340,000); AID 493160;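 active = inhibition above about 35% when tested at 20 µM, limit read from the data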;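 also: plate controls were DMSO wells with enzyme for no effect and DMSO wells lacking enzyme for full effect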
#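 test system = in-house recombinant HK5 (HKDC1) enzyme | amount = HKDC1 at 5 µg/mL | control set = DMSO-enzyme wells negative, buffer-substituted wells positive | compound = one dose of 20 µM, 1% DMSO | schedule = reaction time 90 min, room temperature, protected from light | technique = resorufin fluorescence at 613 nm | reagent = glucose with 1 mM ATP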
# UBC13 polyUb = blocks human UBC13 polyubiquitin chain formation | inhibition, % at 20 µM | AID 485273 | actives 0.47% (n = 330,000) | TR-FRET | P61088; in the data active = inhibition above about 45%, passing the limit was not always enough
# Target sequence (P61088 whole entry, looked up): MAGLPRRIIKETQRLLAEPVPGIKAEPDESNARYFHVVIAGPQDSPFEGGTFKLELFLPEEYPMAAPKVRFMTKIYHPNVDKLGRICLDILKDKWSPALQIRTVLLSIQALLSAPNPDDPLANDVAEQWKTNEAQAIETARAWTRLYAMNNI
# PfG6PD inh = PfG6PD (Plasmodium falciparum) enzyme inhibition | PfGluPho enzyme, NADPH resazurin-diaphorase fluorescence | inhibition, % at 20 µM | actives 0.78% (n = 350,000);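 active = inhibition reaching at least a set limit at 20 µM in the primary screen, cut at about 59% in these data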;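 also: 0% = DMSO wells with substrate and 100% = DMSO wells lacking glucose-6-phosphate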
# SENP6 block = inhibitors of human SENP6 protease; Q9GZR1; Recombinant SENP6 catalytic domain, aminoluciferin luminescence; inhibition, % at 10 µM; actives 1.8% (n = 330,000); AID 2599;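 active = inhibition above about 50% at the single tested dose, limit read from the data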;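 also: plate controls were DMSO wells with enzyme for no effect and DMSO wells lacking enzyme for full effect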
# Target sequence (Q9GZR1 628-1112 limits assumed): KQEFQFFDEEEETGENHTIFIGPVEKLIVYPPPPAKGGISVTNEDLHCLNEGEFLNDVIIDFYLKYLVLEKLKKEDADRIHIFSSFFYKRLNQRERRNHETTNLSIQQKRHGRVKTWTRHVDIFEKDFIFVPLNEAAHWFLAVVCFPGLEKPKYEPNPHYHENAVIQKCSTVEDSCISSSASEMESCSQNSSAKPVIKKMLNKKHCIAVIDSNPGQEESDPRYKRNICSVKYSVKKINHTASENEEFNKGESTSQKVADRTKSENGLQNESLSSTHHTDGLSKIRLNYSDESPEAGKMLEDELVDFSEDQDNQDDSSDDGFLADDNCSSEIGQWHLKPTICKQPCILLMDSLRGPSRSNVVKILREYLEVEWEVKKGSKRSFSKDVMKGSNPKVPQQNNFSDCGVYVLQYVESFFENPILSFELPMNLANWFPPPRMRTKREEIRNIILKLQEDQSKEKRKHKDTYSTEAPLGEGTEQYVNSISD
# SENP7 block = inhibitors of human SENP7 protease; Q9BQF6; actives 1.5% (n = 330,000); recombinant SENP7, Z-RLRGG-aminoluciferin luminescence, 40 min; inhibition, % at 5 µM;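 active = inhibition above about 50% at the single test dose, limit read from the data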;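 also: plate controls were DMSO with enzyme for no effect and no enzyme buffer wells for full effect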
# Numbers without * were called inactive; nt = no result given. Rows are unselected. Share with any hit: about 4%.
# The opening two compounds, ahead of the listing:
SMILES,beta cell repl,SENP1 inh,SENP8 block-1,SENP8 block-2,HKDC1 inh,UBC13 polyUb,PfG6PD inh,SENP6 block,SENP7 block
CCN1CCN(c2ncnc3c2c(-c2ccccc2)cn3-c2ccc(F)cc2)CC1,-6,0,-5,-3,2,4,-8,-15,-8
Cc1cc(-c2ccc(Cl)cc2)c(C#N)c(N)n1,-1,-32,9,-286,-13,12,4,11,0

# Results, repeating the preview:
SMILES,beta cell repl,SENP1 inh,SENP8 block-1,SENP8 block-2,HKDC1 inh,UBC13 polyUb,PfG6PD inh,SENP6 block,SENP7 block
CCN1CCN(c2ncnc3c2c(-c2ccccc2)cn3-c2ccc(F)cc2)CC1,-6,0,-5,-3,2,4,-8,-15,-8
Cc1cc(-c2ccc(Cl)cc2)c(C#N)c(N)n1,-1,-32,9,-286,-13,12,4,11,0
CSCC[C@H](NC(=O)N1CCn2c1nc1ccccc12)C(=O)N[C@@H](C(=O)O)c1ccccc1,0,6,-5,16,-3,-11,-7,-9,-2
Cc1cc(C)c(C(=O)Nc2ccc(S(=O)(=O)Nc3ccccn3)cc2)c(C)c1,0,1,-12,-180,-4,3,-12,-7,-6
Cc1c(C)n(CC(O)CN2CCCCCC2)c2ccccc12 (stereo not drawn),1,0,4,24,-5,6,17,-9,4
N/C(=N\OC(=O)CSc1ccccc1)c1cccc([N+](=O)[O-])c1,-1,5,-14,11,-4,1,5,-15,-1
O=C(/C=C/c1ccc([N+](=O)[O-])o1)NNC(=O)c1ccc(F)cc1,-7,-20,9,20,8,-14,15,-1,-3
CC1(c2ccccc2)CC(C)(C)n2c(O)c(C3=NC(=S)NC3=O)c3cccc1c32 (stereo not drawn),-6,2,-1,50*,-3,-26,2,-7,3
O=C(NN1C(=O)C2C3c4ccccc4C(c4ccccc43)C2C1=O)C1CC1 (stereo not drawn),-2,4,2,10,-1,5,-1,-9,3
COc1cc(NC(=O)CCc2nc(-c3cccs3)no2)cc(OC)c1OC,2,-1,3,24,-1,5,-18,6,6
Nc1cc(=O)[nH]c(SC/C=C/c2ccccc2)n1,0,-3,-1,5,1,1,-9,-8,11
O=C(COc1ccc2ccccc2c1)Nc1cccc2c1C(=O)NC2=O,-1,nt,-2,nt,nt,6,nt,15,4
COc1ccc([C@H]2/C=C\CN(S(=O)(=O)/C=C/c3ccccc3)[C@@H](C)C(=O)N2Cc2ccc(F)cc2)cc1,-5,0,2,6,-2,-3,11,-6,0
O=C(Nc1sc2c(c1C(=O)O)CCCC2)c1cccc(Cl)c1,-5,3,91*,-18,5,-8,62*,92*,38
CCN(c1ccccc1)S(=O)(=O)c1ccc(Cl)c(C(=O)OCC(=O)NC(=O)C(C)C)c1,-1,2,1,8,-13,6,2,15,4
Oc1ccc(Br)cc1CNn1cnnc1,2,1,-1,19,-9,2,-7,5,1
O=C(c1cccc([N+](=O)[O-])c1)c1ccc2[nH]c(=O)[nH]c2c1,-1,1,-15,3,7,-4,19,-32,-9
COCc1[nH]nc2c1C(c1ccsc1)C(C#N)=C(N)O2 (stereo not drawn),-2,-1,-1,10,1,-4,5,11,2
Cc1cc(C)nc(SCC(=O)Nc2nonc2N)n1,-1,0,-10,4,-5,0,11,-7,1
CC(C)CC1(C)NC(=O)N(CC(=O)N2C(C)CCCC2C)C1=O (stereo not drawn),0,-3,5,2,-4,27,-15,-13,1
O=C(CCCCCCN1C(=O)c2ccccc2C1=O)N1CCC(c2ccccc2)C1 (stereo not drawn),-1,0,3,10,-3,29,-1,-13,1
COc1ccc(Nc2ncc(C(=O)O)c3ccccc23)cc1,-3,0,-10,-18,-10,-7,36,-1,-8
Cc1cc(NC(=O)c2ccccc2C)ccc1NC(=O)c1ccccc1Cl,-1,1,-5,6,-3,-10,19,-17,-5
Cc1c(NC(=O)Nc2ccc(Cl)cc2)c(=O)n(-c2ccccc2)n1C,3,3,6,14,-3,6,16,-2,10
Cc1cc(C(=O)NCc2ccco2)sc1C,3,0,-21,9,-3,-2,16,-13,-16
COc1ccc(C2(CNC(=O)c3ccc(OCC(C)C)cc3)CCOCC2)cc1,0,1,0,4,-12,4,23,-10,3
CC1CCc2c(sc3nc(CN4CCOCC4)nc(Sc4ccccc4)c23)C1 (stereo not drawn),0,1,-9,4,8,-4,35,-10,5
Cc1ccc2sc(N(CCN(C)C)C(=O)/C=C/c3cccs3)nc2c1C,-7,-1,-4,-26,-2,17,-8,-19,2
COc1ccc(C2=Nn3c(nnc3-c3ccccc3F)SC2)cc1OC1CCCC1,-6,2,-6,13,5,55*,-22,-5,7
Cn1c(=O)[nH]c(=O)c2c1nc(N1CCCCC1)n2CCSc1ncccn1,0,1,-1,9,-9,-7,-7,-2,3
COc1ccc(Cn2c(=S)[nH]c3cc(OC)c(OC)cc3c2=O)cc1,0,1,11,4,2,7,-3,21,8
COc1cc2c(cc1OC)C(C)N(S(=O)(=O)c1cn(C)c(C)n1)CC2 (stereo not drawn),-1,0,4,21,-1,-9,-4,-4,3
COc1ccc(CCC(=O)OCC(=O)Nc2ccccc2)cc1,-1,2,-4,8,-7,-3,4,-10,-3
CCOc1ccc(-c2n[nH]c(C)c2Oc2ccc(OC)cc2)c(O)c1,-6,0,3,10,-1,12,1,-9,-3
COC(=O)C1=C(C)N(C)C(C)=C(C(=O)OC)C1c1ccccn1,3,4,-6,-2,-9,1,-11,-10,1
Cc1ccc(SCc2[nH]nc3c2C(c2ccco2)C(C#N)=C(N)O3)cc1 (stereo not drawn),-3,0,6,20,8,-2,4,2,9

# A few values from the entries so far.
# Result for COc1ccc(C2=Nn3c(nnc3-c3ccccc3F)SC2)cc1OC1CCCC1 in PfG6PD inh: -22
# Result for Cc1ccc2sc(N(CCN(C)C)C(=O)/C=C/c3cccs3)nc2c1C in SENP8 block-2: -26
# Result for CC1(c2ccccc2)CC(C)(C)n2c(O)c(C3=NC(=S)NC3=O)c3cccc1c32 (stereo not drawn) in SENP7 block: 3
# Result for CCN(c1ccccc1)S(=O)(=O)c1ccc(Cl)c(C(=O)OCC(=O)NC(=O)C(C)C)c1 in SENP7 block: 4
# Result for COc1ccc([C@H]2/C=C\CN(S(=O)(=O)/C=C/c3ccccc3)[C@@H](C)C(=O)N2Cc2ccc(F)cc2)cc1 in HKDC1 inh: -2
# Result for Cn1c(=O)[nH]c(=O)c2c1nc(N1CCCCC1)n2CCSc1ncccn1 in HKDC1 inh: -9

# Carrying on.
SMILES,beta cell repl,SENP1 inh,SENP8 block-1,SENP8 block-2,HKDC1 inh,UBC13 polyUb,PfG6PD inh,SENP6 block,SENP7 block
COCCNC(=O)C(c1ccc(O)cc1)N(Cc1ccccc1)C(=O)CCC(=O)Nc1ccccn1 (stereo not drawn),1,1,-5,5,-4,-2,-11,-16,-12
Cc1ccc(C)c(NC(=O)Cn2nc(C(F)(F)F)cc2C2CC2)c1,-2,3,-15,4,4,-7,2,-17,-7
Cc1ncc2c(c1OC(=O)c1ccc([N+](=O)[O-])cc1)COC(C)(C)OC2,-2,5,-3,9,-7,2,11,1,-2
Cc1ccc2[nH]c(=O)c(-c3nc4ccccn4c3NCc3ccco3)cc2c1,-1,-8,0,-17,1,9,-3,11,8
CN(C)c1ccc(C(CNC(=O)c2ccc(F)cc2)c2c[nH]c3ccccc23)cc1 (stereo not drawn),-5,-4,-3,6,7,-10,25,-1,1
CCOc1ccc(NC(=O)CC2C(=O)N(c3ccc(OC)cc3)C(=O)N2CCc2cccs2)cc1 (stereo not drawn),0,-2,-12,12,0,6,-5,-2,-2
C=CCN1C(=O)C(Cc2ccccc2)SC1=Nc1ccc(C(=O)O)cc1 (stereo not drawn),-2,1,-2,8,-10,23,-20,-15,-3
O=C(/C=C/c1ccc(Br)cc1)c1ccco1,-6,0,-14,17,16,6,19,-9,-8
CCCCc1cc(=O)oc2cc(OC3CCCCC3=O)ccc12 (stereo not drawn),2,-1,-3,-272,4,3,-7,-1,2
Cc1ccc([N+](=O)[O-])cc1N/C=C/C(=O)c1ccco1,-3,-41,-10,6,16,-15,39,-3,15
O=C(CCC(=O)N1CCCC1)Nc1ccc(Cl)c(Cl)c1,1,3,3,4,-7,-1,5,13,0
CCn1c(SCC(=O)N(C)CC(=O)Nc2ccc(F)c(F)c2F)nnc1-c1ccco1,6,0,1,1,-7,3,-5,9,3

# 5 entries from above, with bars between the fields:
structure | beta cell repl | SENP1 inh | SENP8 block-1 | SENP8 block-2 | HKDC1 inh | UBC13 polyUb | PfG6PD inh | SENP6 block | SENP7 block
O=C(/C=C/c1ccc(Br)cc1)c1ccco1 | -6 | 0 | -14 | 17 | 16 | 6 | 19 | -9 | -8
Cc1ccc2[nH]c(=O)c(-c3nc4ccccn4c3NCc3ccco3)cc2c1 | -1 | -8 | 0 | -17 | 1 | 9 | -3 | 11 | 8
CCOc1ccc(NC(=O)CC2C(=O)N(c3ccc(OC)cc3)C(=O)N2CCc2cccs2)cc1 (stereo not drawn) | 0 | -2 | -12 | 12 | 0 | 6 | -5 | -2 | -2
C=CCN1C(=O)C(Cc2ccccc2)SC1=Nc1ccc(C(=O)O)cc1 (stereo not drawn) | -2 | 1 | -2 | 8 | -10 | 23 | -20 | -15 | -3
CCCCc1cc(=O)oc2cc(OC3CCCCC3=O)ccc12 (stereo not drawn) | 2 | -1 | -3 | -272 | 4 | 3 | -7 | -1 | 2

# (continued)
SMILES,beta cell repl,SENP1 inh,SENP8 block-1,SENP8 block-2,HKDC1 inh,UBC13 polyUb,PfG6PD inh,SENP6 block,SENP7 block
CCCN1C(=O)SC(CC(=O)Nc2cccc3ccccc23)C1=O (stereo not drawn),-3,-2,-10,6,5,3,-1,-5,6
Cc1ccc(N(C(=O)CCC(=O)Nc2cc(C)on2)C(C(=O)NC2CCCC2)c2cccs2)cc1 (stereo not drawn),1,0,-10,24,-4,-3,-3,-10,-10
Cc1nn(C(C)C(=O)NCCN2CCCCCC2)c(=O)c2nn(-c3ccccc3)c(C)c12 (stereo not drawn),-1,-12,-6,20,-2,1,-2,7,6
Cc1nc(-c2ccc(F)cc2)c(CC(=O)N(C)CC(=O)Nc2ccccc2C(F)(F)F)s1,-1,1,-2,10,4,-2,-5,-4,-8
CCOC(=O)c1c(NC(=O)COC(=O)c2ccccn2)sc(C(=O)N(C)C)c1C,-1,1,-3,5,2,-14,-16,1,0
CN(CC(=O)Nc1ccc(F)cc1)C(=O)CNC(=O)C1CCCCC1,-1,1,2,2,-2,-7,-4,-8,-5
CCOC(=O)c1cnn(-c2ccc(C(C)C)cc2)c1NC(=O)C1CCC1,0,-1,-4,22,-10,-11,3,0,-1
Cc1nc2ccc(NC(=S)NC(C)C)cc2nc1C,-3,2,3,-207,-9,-12,5,-2,3
CCCc1cc(CNC(=O)C2CCC(=O)N(CCc3cccc(F)c3)C2)on1 (stereo not drawn),3,3,0,8,-8,2,-1,-4,0
